Screens as filed in PubChem BioAssay.
STK33 kinase inh – inhibitors of human STK33 kinase; hit rate 0.073% among 320,000; AID 2661; inhibition, % at 10 µM; purified STK33, MBP phosphorylation, ADP-Glo luminescence;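 active means inhibition at or above 25%, using the most active replicate where run in duplicate; inactive means inhibition below 25%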
Target sequence (Q9BYT3 whole entry, looked up): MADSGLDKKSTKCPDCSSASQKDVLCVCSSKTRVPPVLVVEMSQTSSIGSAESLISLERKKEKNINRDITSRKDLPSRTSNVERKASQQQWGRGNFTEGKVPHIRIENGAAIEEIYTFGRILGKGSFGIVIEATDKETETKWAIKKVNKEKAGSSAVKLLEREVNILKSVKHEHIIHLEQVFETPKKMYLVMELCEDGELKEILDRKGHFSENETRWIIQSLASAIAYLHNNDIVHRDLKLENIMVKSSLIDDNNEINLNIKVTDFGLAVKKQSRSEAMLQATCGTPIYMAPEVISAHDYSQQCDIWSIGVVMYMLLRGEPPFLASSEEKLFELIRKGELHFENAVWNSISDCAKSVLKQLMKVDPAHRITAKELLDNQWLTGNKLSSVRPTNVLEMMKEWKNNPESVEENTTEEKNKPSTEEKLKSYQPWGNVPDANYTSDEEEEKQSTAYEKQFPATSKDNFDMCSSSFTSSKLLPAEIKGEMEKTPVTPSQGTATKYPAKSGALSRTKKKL
OX1R antag-1 – antagonists of human orexin 1 receptor. O43613. CHO/OX1R cells, Fluo-8 calcium fluorescence, orexin A. inhibition, % at 5 µM. hit rate 0.43% among 330,000. AID 434989;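 active means inhibition above its plate's threshold, mean inhibition of all tested compounds on the plate plus 3 SD, cut at about 37% in these data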;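 further: 0% = orexin A challenge wells and 100% = SB-334867-A antagonist wells; not every result past the cut was called active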
Target sequence (O43613 whole entry, looked up): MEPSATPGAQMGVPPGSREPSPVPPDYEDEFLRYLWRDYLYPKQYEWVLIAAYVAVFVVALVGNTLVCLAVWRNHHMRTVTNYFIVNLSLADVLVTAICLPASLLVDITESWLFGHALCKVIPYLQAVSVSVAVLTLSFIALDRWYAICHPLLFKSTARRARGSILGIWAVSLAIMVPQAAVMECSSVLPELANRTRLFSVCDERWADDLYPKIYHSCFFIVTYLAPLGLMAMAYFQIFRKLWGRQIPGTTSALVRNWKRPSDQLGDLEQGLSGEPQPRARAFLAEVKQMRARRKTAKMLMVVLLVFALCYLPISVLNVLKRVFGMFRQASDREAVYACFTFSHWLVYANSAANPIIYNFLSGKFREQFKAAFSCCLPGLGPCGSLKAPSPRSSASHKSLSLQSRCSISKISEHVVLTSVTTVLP
OX1R antag-2 – OX1R (human) antagonism | OX1R-expressing cells, FRET antagonist read-out | inhibition, % at 6.6 µM | hit rate 1.8% among 330,000 | AID 485270; in the data active means inhibition mostly above about 38%, no sharp cut-off; inactive means mostly below about 40%;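 further: 0% = agonist challenge alone and 100% = reference antagonist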
* = called active by the depositor; . = not tested or not shown.

SMILES	STK33 kinase inh	OX1R antag-1	OX1R antag-2
COC(=O)CNC(=O)CNC(=O)c1nn(-c2ccc(OC)c(Cl)c2)c(=O)c2ccccc12	-0.3	-13.4	31.1
CCN(CC)C(=O)c1sc2nc(-c3cccs3)cc(-c3cccs3)c2c1N	-0.8	-25.1	19.1
COc1ccccc1CCC(=O)N1CCN(C(=O)c2ccccc2)CC1	-2.0	-10.7	1.2
Cc1c(NC(=O)CN2C(=O)c3ccc([N+](=O)[O-])cc3C2=O)c(=O)n(-c2ccccc2)n1C	-1.1	-13.0	54.7
O=C(c1ccc2c(=O)n3c(nc2c1)CCCCC3)N1CCN(Cc2ccccc2)CC1	-1.4	-17.1	9.3
COc1ccccc1CN1CC(C(=O)N(C)CCc2nc3ccc(F)cc3[nH]2)CCC1=O (stereo not drawn)	-1.8	-24.6	39.9
O=C(O)CC1(CC(=O)Nc2ccc(Br)cc2)CCCCC1	-1.3	-2.3	6.9
OC(CON=C1c2ccccc2-c2ccccc21)CN1CCNCC1 (stereo not drawn)	-0.8	1.3	13.4
CCN(CC)CCN1C(=O)C(=O)/C(=C(/O)c2cccc(OC)c2)C1c1ccccn1 (stereo not drawn)	-0.1	0.0	24.0
CCOc1cc(C2C(C#N)=C(N)OC3=C2C(=O)CC(C)(C)C3)cc([N+](=O)[O-])c1O (stereo not drawn)	1.0	-21.0	16.1
Cc1ccc(/C=C/C(=O)c2cc(Br)ccc2OC(=O)c2ccco2)cc1	-0.5	-25.1	23.9
O=C(COC(=O)c1ccc2c(c1)OCO2)Nc1ccccc1Cl	0.1	-7.1	0.4
N#CC(c1ccc(O)cc1)N1CCOCC1 (stereo not drawn)	0.1	-0.3	14.3
O=C(Nc1ccc(C(=O)Oc2ccccc2)c(O)c1)c1ccco1	0.0	-1.3	13.2
COc1ccc(C(=O)Nc2ccc(O)c3c(=O)cc(-c4cccc(Cl)c4)oc23)cc1	-0.8	-31.3	13.6
Cc1ccc(NC(=O)CS(=O)CC(=O)NCC2OCCc3ccccc32)c(C)c1 (stereo not drawn)	-0.4	-14.5	7.2
CCOC(=O)C(Oc1ccc2c(-c3ccccc3)cc(=O)oc2c1C)c1ccccc1 (stereo not drawn)	-0.4	-4.3	3.2
CCCn1c(N)c(C(c2ccc(OC)cc2)N2CCN(c3ccccc3)CC2)c(=O)[nH]c1=O (stereo not drawn)	-0.5	-0.1	1.7
O=C(CC1C(=O)NCCN1C(=O)Nc1ccc(F)cc1)Nc1cc(Cl)ccc1Cl (stereo not drawn)	3.3	-19.6	3.1
COC(=O)c1ccc(COC(=O)C2CCN(S(=O)(=O)c3ccc(C)c(C)c3)CC2)o1	-1.1	-17.3	5.9
C=CCN1C=CC(=C/C=C(/C#N)C(=O)OCC)C=C1	3.2	19.2	60.5*
CCC(=O)Nc1cc(OC)cc(OC)c1	-0.7	-0.5	7.3
COc1ccc(Cl)cc1C(=O)NNC(=O)c1csc(N2CCOCC2)n1	-0.6	-7.4	18.6
C=CCn1c(SCC(=O)Nc2ccc(OC)cc2)nnc1-c1cnccn1	0.6	5.4	-2.0
Cc1csc(NC(=O)C2CC(=O)N(c3ccc(C)c(C)c3)C2)n1 (stereo not drawn)	-0.8	-18.8	10.5
COc1ccc(OCCCNCCc2ccccc2)cc1	-1.0	-31.1	6.0
O=C(Cn1c(C(F)(F)F)nc2ccccc21)Oc1cccc(C(F)(F)F)c1	4.7	-12.7	26.2
CCC(C)c1ccc(NC(=S)NC2CCN(Cc3ccccc3)CC2)cc1 (stereo not drawn)	-4.7	-3.3	2.1
COC(=O)c1ccc(C(=O)N2CCCC(Nc3ccc(F)c(F)c3)C2)cc1 (stereo not drawn)	-1.4	-12.5	18.7
CN1CCN(CC(O)(c2ccc(Cl)cc2)c2ccc(Cl)cc2)CC1	1.8	-1.1	0.6

Rewritten as comma-separated lines: entries from further up.
molecule,STK33 kinase inh,OX1R antag-1,OX1R antag-2
C=CCn1c(SCC(=O)Nc2ccc(OC)cc2)nnc1-c1cnccn1,0.6,5.4,-2.0
Cc1csc(NC(=O)C2CC(=O)N(c3ccc(C)c(C)c3)C2)n1 (stereo not drawn),-0.8,-18.8,10.5
COc1ccc(OCCCNCCc2ccccc2)cc1,-1.0,-31.1,6.0
O=C(Cn1c(C(F)(F)F)nc2ccccc21)Oc1cccc(C(F)(F)F)c1,4.7,-12.7,26.2
CCC(C)c1ccc(NC(=S)NC2CCN(Cc3ccccc3)CC2)cc1 (stereo not drawn),-4.7,-3.3,2.1
COC(=O)c1ccc(C(=O)N2CCCC(Nc3ccc(F)c(F)c3)C2)cc1 (stereo not drawn),-1.4,-12.5,18.7

Further entries.
SMILES	STK33 kinase inh	OX1R antag-1	OX1R antag-2
O=C(NCCc1ccccc1)/C(=C\c1ccc([N+](=O)[O-])cc1)NC(=O)c1ccc(Br)cc1	-0.8	8.3	9.7
CCOc1ccc(NC(=O)CN(C)C(=O)c2ccccc2OCCOc2ccccc2)cc1OCC	-0.2	-19.4	19.2
O=C(N/N=C\c1ccccn1)c1cccc(C(=O)N/N=C\c2ccccn2)n1	-1.6	-35.6	15.1
CC(=O)Nc1ncc(Cc2cc(Cl)ccc2Cl)s1	0.6	-21.7	69.8*
NCCCn1c(C(=O)c2ccc(Cl)cc2)c2ccc(C(F)(F)F)cc2[n+]1[O-]	0.4	-18.7	34.3
O=C(CCNC(=O)N1CCn2c1nc1ccccc12)NCc1ccccc1	-0.3	-24.9	8.5
CC(C)(C)C(=O)N1CCN(c2nc3ccc(Cl)cc3s2)CC1	-0.5	-25.6	-4.4
COc1ccc(OC)c(/C=N/NC(=O)CN2CCSCC2)c1	-0.3	-19.0	18.3
Cc1ccc(-c2csc(NC(=O)/C=C/c3ccco3)c2C(=O)O)cc1	1.2	-2.5	26.6
CC1CCC(CN2C(Nc3ccccc3)=NC[C@@H]2C)CC1 (stereo partly drawn)	-0.6	-17.8	19.3
O=C(CCc1nc2ccccc2c(=O)[nH]1)NNC(=O)c1ccccc1Cl	-0.6	2.8	12.2
COc1ccc(CC(=O)Nc2ccccc2C(=O)N2CCOCC2)cc1OC	0.3	5.0	2.8
Cc1ccccc1NC(=O)CN1C(=O)COc2ccc(Cl)cc21	-1.6	-13.5	25.9
COCc1cc(Sc2cccc(Cl)c2Cl)nc(-c2ccccc2)n1	-0.1	-25.1	22.1
CCOc1ccc(OCc2ccc(C(=O)N3CCCCC3)o2)cc1	-0.4	-19.8	39.1

A draw from above in order of formula weight, rising:
SMILES	STK33 kinase inh	OX1R antag-1	OX1R antag-2
C=CCN1C=CC(=C/C=C(/C#N)C(=O)OCC)C=C1	3.2	19.2	60.5*
O=C(c1ccc2c(=O)n3c(nc2c1)CCCCC3)N1CCN(Cc2ccccc2)CC1	-1.4	-17.1	9.3
Cc1c(NC(=O)CN2C(=O)c3ccc([N+](=O)[O-])cc3C2=O)c(=O)n(-c2ccccc2)n1C	-1.1	-13.0	54.7

Following part
SMILES	STK33 kinase inh	OX1R antag-1	OX1R antag-2
COc1ccc(C(=O)COC(=O)c2sccc2C)cc1OC	-1.7	-4.6	4.3
COc1ccc(C(C)C)cc1S(=O)(=O)Nc1ncn[nH]1	-1.4	-8.4	10.6
Cc1ccc(CNc2ccc([N+](=O)[O-])cc2C(N)=O)cc1	0.3	2.3	21.0
Cc1ccc(Sc2cc(Cl)nc(N)n2)cc1	-1.4	-11.4	24.1
O=C(CCn1c(=S)oc2ccccc21)Nc1cccc(F)c1	-1.2	-19.0	1.4
CS(=O)(=O)N1CCN=C1SCc1ccc(Br)cc1	-0.7	-11.4	4.3
CCCCN1C(=O)C(O)(CC(=O)c2ccccc2OC)c2ccccc21 (stereo not drawn)	-0.7	-18.1	19.0
Cn1cccc1C(=O)NC(=O)COC(=O)CC12CC3CC(CC(C3)C1)C2	-2.4	-15.6	28.3
CCCNS(=O)(=O)c1ccc(OCC(=O)Nc2ccc3c(c2)OCCO3)c(C)c1	-1.6	-13.6	19.8
Cc1ccc(OCCC(=O)N(CC(=O)Nc2ccccc2C(F)(F)F)Cc2ccco2)cc1	.	-16.1	38.5
Cc1ccc(CNC(=O)C2CCC(=O)N(CCc3ccccn3)C2)s1 (stereo not drawn)	-2.1	-5.9	-3.5
CCN(CC)c1nc(C(N)=O)cc(-c2ccccc2)n1	1.2	-25.1	19.8
Cc1c(CN2CCC(CO)(CCOc3ccccc3)CC2)[nH]c2ccc(Cl)cc12	-0.4	6.2	9.9
Cc1ccc(C(=O)N/C(=C/c2cn(-c3ccccc3)nc2-c2ccccc2)C(=O)O)cc1	-2.3	-17.2	17.5
CCOc1ccc2nc(N3CCCC(C(=O)NC4CCCC4)C3)sc2c1 (stereo not drawn)	-0.5	-27.3	37.7

Structural class: the entries above containing bromine.
SMILES	STK33 kinase inh	OX1R antag-1	OX1R antag-2
O=C(O)CC1(CC(=O)Nc2ccc(Br)cc2)CCCCC1	-1.3	-2.3	6.9
Cc1ccc(/C=C/C(=O)c2cc(Br)ccc2OC(=O)c2ccco2)cc1	-0.5	-25.1	23.9
O=C(NCCc1ccccc1)/C(=C\c1ccc([N+](=O)[O-])cc1)NC(=O)c1ccc(Br)cc1	-0.8	8.3	9.7
CS(=O)(=O)N1CCN=C1SCc1ccc(Br)cc1	-0.7	-11.4	4.3

The listing continues:
SMILES	STK33 kinase inh	OX1R antag-1	OX1R antag-2
CC(C)c1ccccc1OCCCCCN1CCOCC1	-1.1	-12.2	7.9
CCn1ccnc1C(O)(c1ccccc1)c1ccccc1	-0.8	-12.8	-0.5
COC(=O)c1cc(S(=O)(=O)N(Cc2ccccc2)C(C)(C)C)c[nH]1	1.2	-3.0	24.4
CC(=O)c1ccc(NC(=O)c2ccc(CNc3c(N4CCOCC4)c(=O)c3=O)cc2)cc1	4.1	-9.5	6.5
Cc1ccc(S(=O)(=O)N(C(=O)c2ccncc2)c2ccc(OC(=O)c3ccncc3)cc2)cc1	-1.8	-9.0	11.4
CCOc1ccc(/C(O)=C2/C(=O)C(=O)N(CCN(CC)CC)C2c2ccco2)cc1 (stereo not drawn)	-1.4	-22.6	21.9
COC(=O)c1ccccc1S(=O)(=O)NNC(=O)c1ccccc1-n1cccc1	-0.8	-14.3	-5.7
CCOc1cc(/C=N/n2cnnc2)c(Br)cc1O	-0.7	-8.7	13.0
COc1ccccc1N1CCN(c2cc(=O)n(-c3ccc(Cl)cc3)c(=O)[nH]2)CC1	-0.4	-5.1	11.6
Cc1c(CCC(=O)N2CCC(C(=O)O)CC2)c(=O)oc2cc3oc4c(c3cc12)CCCC4	1.7	-0.7	13.0
COC(=O)NCCOC(=O)N(O)c1ccc(Br)cc1	-0.6	5.7	7.1
CN(C)S(=O)(=O)c1ccc(NC(=O)CSc2n[nH]c(=O)n2C2CC2)cc1	-1.7	-9.6	0.3
COC(=O)C1=C[C@@H](C(=O)OC)[C@@H]2C3=C(C(=O)C2(C)C)[C@H](C)n2c(=O)n(-c4ccccc4)c(=O)n2[C@@H]3C1	-0.8	-16.9	24.8
O=C(Nc1ccccc1)c1ccc2nc(-c3ccco3)c(-c3ccco3)nc2c1	0.7	70.8*	101.9*
COc1ccc(OCC(=O)Nc2ccc(OC)c(S(=O)(=O)N3CCCCC3)c2)cc1	-1.3	-30.4	12.1

Ordered by value in STK33 kinase inh (low to high): four of the compounds above
SMILES	STK33 kinase inh	OX1R antag-1	OX1R antag-2
Cc1ccc(S(=O)(=O)N(C(=O)c2ccncc2)c2ccc(OC(=O)c3ccncc3)cc2)cc1	-1.8	-9.0	11.4
CN(C)S(=O)(=O)c1ccc(NC(=O)CSc2n[nH]c(=O)n2C2CC2)cc1	-1.7	-9.6	0.3
COc1ccc(OCC(=O)Nc2ccc(OC)c(S(=O)(=O)N3CCCCC3)c2)cc1	-1.3	-30.4	12.1
COC(=O)c1ccccc1S(=O)(=O)NNC(=O)c1ccccc1-n1cccc1	-0.8	-14.3	-5.7

(next part)
SMILES	STK33 kinase inh	OX1R antag-1	OX1R antag-2
CC(C)NCc1cccc([N+](=O)[O-])c1	0.3	3.4	22.3
Cc1cccc(Oc2ccccc2NC(=O)C2=COCCO2)c1	0.3	-14.2	7.4
O=C(OCC(O)CN1CCCCC1)C12CC3CC(CC(C3)C1)C2 (stereo not drawn)	-1.5	-22.3	18.9
CCOC(=O)CSc1nc2ccccc2c(=O)n1-c1ccc(C(=O)NCCOC)cc1	-0.5	-12.0	14.2
COc1ccc(C2C(C(C)=O)=C(O)C(=O)N2c2ccc(F)cc2)cc1 (stereo not drawn)	-1.7	6.2	-10.5
COc1ccc(-c2nc(CS(=O)CC(=O)NCc3ccccn3)c(C)o2)cc1 (stereo not drawn)	0.2	-25.1	1.6
O=C(OCC(=O)c1ccc(Cl)cc1Cl)c1cnccn1	-0.3	-8.3	20.7
CCOC(=O)C1CCCN(c2c(NCCCN(CC)c3cccc(C)c3)c(=O)c2=O)C1 (stereo not drawn)	-1.9	-27.2	17.6
CCOc1ccc(CCNS(=O)(=O)c2c(C)nc3scc(C)n3c2=O)cc1OCC	2.1	6.3	36.2
Cc1ccc(-c2nn(CCC#N)cc2C=C(C#N)C#N)cc1	-1.7	0.2	8.7
